# HIV fusion peptide = inhibitors of HIV fusion peptide binding, primary screen, biochemical, uHTS, fluorescence dequenching (AID 1986); actives 0.3% (n = 290,000); one-dose inhibition, % at 20 µM; IC50 in µM for titrated hits; cell-free peptide binding, fluorescence dequenching, 30 min; higher % means a stronger effect; in the data active means inhibition mostly above about 52%, no sharp cut-off; inactive means mostly below about 76%; further: some results filed as inactive read as strong as hits
# KOR beta-arrestin-1 = KOR agonists, beta-arrestin recruitment, primary screen, cell-based, luminescence, uHTS (AID 1777); Kappa-type opioid receptor (Homo sapiens); KOR beta-arrestin recruitment, luminescence; higher % means a stronger effect; activation, % at 10 µM, or EC50 in µM where a hit was titrated; actives 0.02% (n = 280,000); in the data active means activation above about 50%, passing the limit was not always enough; further: a part of the inactive calls stands beside numbers as strong as those of hits
# AID2073 = inhibitors of Mint1-CaV2.2 protein interaction, biochemical, HTRF (AID 2073) | actives 0.19% (n = 290,000) | one-dose inhibition, % at 20 µM; IC50 in µM for titrated hits | Voltage-dependent N-type calcium channel subunit alpha-1B (Homo sapiens) | HTRF protein-protein interaction, Mint1-CaV2.2; higher % means a stronger effect; in the data active means inhibition mostly above about 51%, no sharp cut-off; further: some results filed as inactive read as strong as hits
# NS5 inhibitors = Dengue-2 NS5 methyltransferase inhibitors, primary screen, biochemical, confirmation dose response (AID 588689). actives 0.3% (n = 340,000). Dengue-2 NS5 methyltransferase capping enzyme assay, biochemical; higher % means a stronger effect. inhibition, % at 25 µM, or IC50 in µM where a hit was titrated; in the data active means a potency from the dose series
# West Nile antiviral = West Nile virus antiviral activity, cell-based, CPE readout (AID 1621); West Nile virus-infected cells, CPE inhibition; higher % means a stronger effect; CPE inhibition, % at 10 µM, or IC50 in µM where a hit was titrated; actives 0.02% (n = 290,000); in the data active means a potency from the dose series; further: strong numbers were not always called active
# Yfh1-depleted yeast = enhancers of respiration in Yfh1-depleted yeast, dose response, Friedreich's ataxia, plus single-dose screen (AID 1465). S. cerevisiae Yfh1-off respiration, WST-1 reduction, 72 h; higher fold induction means a stronger effect. actives 0.074% (n = 220,000). fold induction at 50 µM; hits with a dose series show EC50 in µM;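 active means fold induction of absorbance versus untreated yeast above a set limit, then at least 30% activation at any dose in follow-up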;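 further: activators that raise dye reduction in frataxin-depleted yeast; strong numbers were not always called active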
# NOD2 inhibition = NOD2 signaling inhibitors, cell-based, luminescence, uHTS, HEK293 (AID 1566). HEK293 NOD2/NF-kB luciferase reporter, luminescence; higher % means a stronger effect. inhibition, % at 4 µM, or EC50 in µM where a hit was titrated. actives 0.63% (n = 290,000); further: many of its hits are not listed in these tables
# KOR beta-arrestin-2 = KOR antagonists, beta-arrestin recruitment, cell-based, luminescence, uHTS (AID 1778); KOR beta-arrestin recruitment, luminescence, antagonist mode; higher % means a stronger effect; inhibition, % at 10 µM, or IC50 in µM where a hit was titrated; actives 0.091% (n = 290,000); further: strong numbers were not always called active
# NOD1 inhibition = NOD1 signaling inhibitors, primary screen, cell-based, luminescence, uHTS (AID 1578); NOD1-driven NF-kB luciferase reporter cells, luminescence; higher % means a stronger effect; one-dose inhibition, % at 4 µM; EC50 in µM for titrated hits; actives 1% (n = 290,000); in the data active means inhibition mostly above about 36%, no sharp cut-off; inactive means mostly below about 34%;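 further: HEK-293T reporter cells stimulated with the NOD1 agonist gamma-tri-DAP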
# NS5 inhibitors pilot replicate = second read-out of NS5 inhibitors, no call of its own (marks repeat the call); inhibition, %; measured here: pilot screen replicate inhibition
# * marks the source's active call; other numbers are inactive results; i = inactive; · = not tested or not shown; [ ] = another dose, or the depositor's remark. Unless noted, no stated cut-off is given here; in the data, active means inhibition above about 50%; inactive means the rest.
SMILES,HIV fusion peptide,KOR beta-arrestin-1,AID2073,NS5 inhibitors,West Nile antiviral,Yfh1-depleted yeast,NOD2 inhibition,KOR beta-arrestin-2,NOD1 inhibition,others
Cc1ccc(C)c2nc(SCC(=O)Nc3ccc4c(c3)OCO4)c(C#N)cc12,0.9%,0.7%,9%,-9%,0.2%,i,17%,1%,-6%,
CCOc1ccc(Oc2ccc(NC(=O)[C@@H](NC(N)=O)[C@@H](C)CC)cc2)cc1,-0.5%,-0.9%,-8%,4%,0.3%,i,5%,-25%,4%,
COc1cc(/C=C/C(=O)O)cc(S(=O)(=O)NCc2ccc3c(c2)OCO3)c1OC,-1.2%,·,-13%,2%,0.5%,i,-17%,-9%[20 µM],-7%,
CCc1cccc(NC(=O)Cc2cn(C)c3ccccc23)c1,8.0%,1.0%,0%,-11%,-1.0%,i,-2%,4%,-17%,
Cc1ccsc1/C=N/NC(=O)CNC(=O)c1ccccc1,1.6%,-3.6%,-3%,0%,1.5%,·,5%,8%,-21%,
Cc1cccc(NC(=O)c2cccc(N3C(=O)C4CCC(C)CC4C3=O)c2)c1C (configuration not stated),0.2%,0.8%,5%,-8%,0.2%,·,1%,-14%,-21%,
Cc1cccc(OCc2nc(-c3nonc3N)no2)c1C,0.4%,11%,1%,2%,0.8%,i,-93%,-56%,-21%,
Fc1ccccc1CNc1ccc(Cl)cc1,-1.3%,-0.4%,5%,-5%,0.3%,i,-14%,6%,-12%,
CCCCC1(O)CC(C(F)(F)F)=NN1C(=O)COc1ccccc1 (configuration not stated),1.2%,5.3%,8%,-2%,-1.1%,i,-3%,-30%,-12%,
CC(=O)N1CCc2cc(Br)cc(S(=O)(=O)NCCN3CCCCC3C)c21 (configuration not stated),0.0%,-5.1%,1%,6%,0.3%,i,9%,1%,6%,

# Overlap with the part before: two entries; new compounds follow.
SMILES,HIV fusion peptide,KOR beta-arrestin-1,AID2073,NS5 inhibitors,West Nile antiviral,Yfh1-depleted yeast,NOD2 inhibition,KOR beta-arrestin-2,NOD1 inhibition,others
CCCCC1(O)CC(C(F)(F)F)=NN1C(=O)COc1ccccc1 (configuration not stated),1.2%,5.3%,8%,-2%,-1.1%,i,-3%,-30%,-12%,
CC(=O)N1CCc2cc(Br)cc(S(=O)(=O)NCCN3CCCCC3C)c21 (configuration not stated),0.0%,-5.1%,1%,6%,0.3%,i,9%,1%,6%,
CCCc1cc(=O)oc2cc(OCc3cccc(OC)c3)c(Cl)cc12,-1.9%,15%,5%,1%,0.1%,i,6%,-6%,-19%,
C/C(CC(=O)Nc1ccc(C)c(Cl)c1)=N\NC(=O)c1cccc(O)c1,-1.5%,-0.6%,12%,·,-0.7%,·,0%,-4%,-18%,
CCN(Cc1ccc(C#CCCO)cc1)CC1CCCN(CCc2cccc(OC)c2)C1 (configuration not stated),-1.3%,-4.4%,7%,-3%,-1.9%,·,2%,-26%[20 µM],-15%,NS5 inhibitors pilot replicate=-5.2
CCOc1ccc(C(C(=O)NC2CCCC2)N(C(=O)CNC(=O)c2ccco2)c2cccnc2)cc1 (configuration not stated),-0.8%,-2.2%,10%,2%,-0.5%,·,-19%,-19%,-30%,
O=C(/C=C/c1ccccc1)Nc1ccc(CN2CCOCC2)cc1,2.1%,5.8%,10%,·,-0.6%,i,-20%,-5%,-40%,
Cc1ccc(-c2cn3cccc(C)c3n2)cc1,-1.2%,2.6%,-3%,-4%,-0.7%,i,-171%,-23%,12%,
O=C(O)CCc1ccc(-c2cccs2)n1Cc1ccco1,15%,-2.2%,5%,2%,-0.3%,i,-2%,12%,-1%,
CC(C)CCNC(=O)CN(Cc1ccccc1Cl)C(=O)CCC(=O)Nc1ccccn1,0.4%,3.2%,7%,-11%,-0.5%,·,-7%,2%,-43%,
CCSc1nc2ccccc2c(=O)n1C1CCOC(C)(C)C1 (configuration not stated),-1.4%,-6.3%,2%,1%,-0.9%,i,10%,13%,-15%,
O=C(NNC(=O)c1cc2ccccc2cc1O)Nc1ccccc1F,6.3%,0.8%,30%,-3%,-0.3%,·,15%,-4%,-11%,
O=C(CSc1nc2ncccc2[nH]1)Nc1c(F)cc(F)cc1Br,-0.6%,-5.0%,3%,-3%,-0.2%,·,8%,-18%,-16%,
Cn1nc(OCc2ccccc2)ccc1=O,4.8%,4.9%,-6%,4%,0.1%,i,4%,-7%,9%,
CCOCCn1c(SCC)nc2c1c(=O)[nH]c(=O)n2C,0.1%,-2.2%,4%,-2%,0.4%,i,10%,-38%,28%,
N=C1S/C(=C\c2ccc(O)cc2)C(=O)N1c1ccc(F)cc1,8.7%,1.7%,53%,3%,1.9%,i,-11%,-14%,25%,
NC(=O)c1ccc(Nc2ccc([N+](=O)[O-])cc2[N+](=O)[O-])cc1,-2.5%,-1.3%,-10%,3%,-0.9%,i,9%,-47%[20 µM],-15%,
CCOC(=O)c1[nH]c2ccc(OC)cc2c1NC(=S)N1CCN(c2cccc(C)c2C)CC1,-1.8%,-1.5%,1%,-1%,-1.0%,i,-11%,-4%,17%,
CCCCOc1ccc(Br)cc1CSC(=N)N,0.7%,-0.7%,1%,3%,-2.2%,i,35%,-35%,39%,
CC(C(=O)NCCS(=O)(=O)c1ccc(Cl)cc1)S(=O)(=O)c1ccc(Cl)cc1 (configuration not stated),0.4%,2.7%,1%,-6%,-0.9%,i,8%,-20%,-36%,
O=C(N/N=C/c1ccoc1)c1ccc(Br)cc1,-2.5%,0.3%,9%,-5%,-0.1%,·,-9%,-2%,-2%,
COc1ccc(/C=N/NC(=O)c2cc(C(C)(C)C)[nH]n2)cc1COc1ccc(F)cc1F,1.8%,7.4%,43%,-8%,0.5%,i,-26%,-21%,44%*,
O=C(Cn1cnc2c(nnn2Cc2ccc(F)cc2)c1=O)NC1CCCC1,-0.6%,-0.1%,0%,3%,-0.2%,i,6%,-9%,-18%,
Cc1cc(Cl)c(S(=O)(=O)N/N=C/c2ccc3c(c2)OCO3)c(Cl)c1,1.5%,4.6%,10%,-3%,·,·,7%,2%,40%,
CC(C)CNC(=O)Nc1ccc(F)c(Cl)c1,-0.1%,-6.5%,-4%,0%,-0.3%,i,-1%,-15%[20 µM],-28%,
COc1cc2c(cc1NC(=O)COC(=O)C(CCSC)NC(=O)c1ccccc1Cl)oc1ccccc12 (configuration not stated),1.2%,-0.7%,12%,-2%,-0.3%,i,0%,20%,-18%,
CCOc1ccc(C2NCCc3cc(OC)c(OC)cc32)cc1OC (configuration not stated),-1.8%,-3.1%,0%,-1%,-1.5%,·,-3%,-8%,83%*,
Cc1ccc(C2(C)NC(=O)N(CC(=O)NC(=O)NC3CCCC3)C2=O)cc1 (configuration not stated),-1.6%,-0.1%,-13%,·,·,·,8%,-6%,-7%,
Cc1nccn1CC(=O)N/N=C/c1ccccc1O,1.1%,-2.5%,16%,6%,-0.9%,i,-4%,-16%,-3%,
COc1ccc(NC(=O)c2ccc(N3CCOCC3)nc2)cc1,1.5%,-0.4%,-4%,-1%,0.0%,·,11%,-14%,-21%,
Cc1c(OCC(=O)N2C[C@H]3C[C@@H](C2)c2cccc(=O)n2C3)ccc2c3c(c(=O)oc12)CCC3,-2.9%,-1.6%,18%,1%,0.0%,·,-10%,-49%[20 µM],16%,
O=C(NC(=S)Nc1ccccc1N1CCCCC1)c1ccccc1,1.6%,-5.5%,-7%,5%,0.2%,i,7%,-22%,-24%,
O=C(Nc1ccc(-c2cnco2)cc1)c1ccc(Cl)cc1,-0.2%,-2.9%,14%,·,-0.2%,i,-11%,28%,-2%,
O=C(Nc1nccs1)C1CC(=O)N(c2ccccc2)C1 (configuration not stated),1.4%,-1.5%,6%,-3%,-0.2%,·,13%,-25%,2%,
COC(=O)c1c(NC(=O)CCCC(=O)O)sc2c1CCCCC2,1.2%,-6.5%,19%,-9%,-0.4%,i,25%,-18%[20 µM],7%,
N#CC1=C(N)Oc2cc(N)ccc2C1c1cccnc1 (configuration not stated),-0.3%,-0.1%,4%,-9%,0.0%,i,19%,16%,-21%,
Nc1ccc(-c2cc3ccccc3oc2=O)cc1,-1.5%,-1.7%,5%,-15%,-1.1%,·,47%,3%,64%*,
O=C(COC(=O)/C=C/c1cccs1)Nc1nc(-c2ccccc2)cs1,4.4%,0.6%,5%,6%,0.1%,i,-7%,-36%,11%,
Cc1c(C(=O)N2CCC(C)CC2)oc2ccc(S(=O)(=O)N3CCC4(CC3)OCCO4)cc12,1.1%,2.5%,3%,-3%,-0.6%,i,-2%,-25%,13%,

# Of the compounds above, these have fluorine:
SMILES,HIV fusion peptide,KOR beta-arrestin-1,AID2073,NS5 inhibitors,West Nile antiviral,Yfh1-depleted yeast,NOD2 inhibition,KOR beta-arrestin-2,NOD1 inhibition,others
Fc1ccccc1CNc1ccc(Cl)cc1,-1.3%,-0.4%,5%,-5%,0.3%,i,-14%,6%,-12%,
CCCCC1(O)CC(C(F)(F)F)=NN1C(=O)COc1ccccc1 (configuration not stated),1.2%,5.3%,8%,-2%,-1.1%,i,-3%,-30%,-12%,
O=C(NNC(=O)c1cc2ccccc2cc1O)Nc1ccccc1F,6.3%,0.8%,30%,-3%,-0.3%,·,15%,-4%,-11%,
O=C(CSc1nc2ncccc2[nH]1)Nc1c(F)cc(F)cc1Br,-0.6%,-5.0%,3%,-3%,-0.2%,·,8%,-18%,-16%,
N=C1S/C(=C\c2ccc(O)cc2)C(=O)N1c1ccc(F)cc1,8.7%,1.7%,53%,3%,1.9%,i,-11%,-14%,25%,
COc1ccc(/C=N/NC(=O)c2cc(C(C)(C)C)[nH]n2)cc1COc1ccc(F)cc1F,1.8%,7.4%,43%,-8%,0.5%,i,-26%,-21%,44%*,
O=C(Cn1cnc2c(nnn2Cc2ccc(F)cc2)c1=O)NC1CCCC1,-0.6%,-0.1%,0%,3%,-0.2%,i,6%,-9%,-18%,
CC(C)CNC(=O)Nc1ccc(F)c(Cl)c1,-0.1%,-6.5%,-4%,0%,-0.3%,i,-1%,-15%[20 µM],-28%,

# Bioassay records: PubChem, several laboratories

# An excerpt; rates above refer to the full screens.
